# From PubChem BioAssay
# Yeast eIF2B = modulators of yeast eIF2B activity | S. cerevisiae eIF2B-epsilon R284H, GCN4-lacZ luminescence | inhibition, % at 25 µM (by protocol) | 0.91% of 27,000 active;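 active means mutant luminescence inhibited past about 50% while wild type luminescence and mutant growth stay under set limits, limit read from the data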; further: some compounds called inactive have numbers as strong as hits
#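 System: Yeast eIF2B-epsilon R284H mutant carrying GCN4–beta-galactosidase fusion | Read-out basis: Percent inhibition, luminescence and growth | Compound: 25 µM single dose | Times: 16 h at 30 °C exposure | Measured by: Luminescence and A595 | Buffer or medium: YPD medium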
# Yeast growth tox = Inhibitors of S. cerevisiae growth, toxicity | AID 685 | S. cerevisiae wild-type growth, A595 turbidity, 16 h | 0.3% of 30,000 active | growth inhibition, % at 25 µM (by protocol);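 active means mutant and wild-type yeast strains alike exhibit over 30% growth inhibition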;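 further: 0% = untreated cell controls and 100% = YPD media blanks without cells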
#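 Test system: Wild-type and eIF2Bepsilon-R284H mutant S. cerevisiae, screened separately | Dosing: Single 25 µM compound dose in 0.2% DMSO | Schedule: 16 h compound exposure during growth at 30 °C | Detection: A595 turbidity | Evaluation: Growth inhibition (%) versus cell controls and blanks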
# Yeast growth tox inhibition % = recorded beside Yeast growth tox, whose call it bears; growth inhibition, %; S. cerevisiae eIF2Bepsilon-R284H mutant growth, A595 turbidity, 16 h;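 each compound tested once at 25 µM; 0% equals untreated cells and 100% equals cell-free medium blanks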
# Yeast eIF2B mutant toxicity = second read-out of Yeast eIF2B, no call of its own (marks repeat the call); growth inhibition, %; measured here: mutant yeast growth, toxicity;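 each compound tested once at 25 µM; zero equals untreated control growth and 100 equals blank medium absorbance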
# * marks the source's active call; other numbers are inactive results; x = no result given. Some of the compounds tested; the hit share may differ from the screen's.
# The opening 2 compounds (preview)
no.	molecule	Yeast eIF2B	Yeast eIF2B mutant toxicity
1	Cc1cc(C)nc(SCc2nnc(SCC(=O)Nc3nc(-c4ccccc4)cs3)n2C)n1	-23	27
2	CCOC(=O)c1ccc(NC(=O)c2cc3ccccc3o2)cc1	32	8

no.	Yeast growth tox	Yeast growth tox inhibition %
1	15	27
2	-10	8

# All compounds of this part, from the first entry:
no.	molecule	Yeast eIF2B	Yeast eIF2B mutant toxicity
1	Cc1cc(C)nc(SCc2nnc(SCC(=O)Nc3nc(-c4ccccc4)cs3)n2C)n1	-23	27
2	CCOC(=O)c1ccc(NC(=O)c2cc3ccccc3o2)cc1	32	8
3	COc1ccc(-c2noc(C3CCCN(S(=O)(=O)c4cccc(Cl)c4C)C3)n2)cc1OC (stereo unspecified)	-35	-9
4	CCN(C(=O)Cn1c(=O)n(Cc2ccccc2)c(=O)c2ccccc21)c1cccc(C)c1	25	5
5	O=C(c1ccc2c(c1)OCCO2)N(c1ccccn1)C1CCCCC1	-2	-23
6	O=C(OCC(=O)N1CCOCC1)c1ccc(Cl)nc1	x	x
7	CSc1nc2sc3c(c2c2nnnn12)CCC3	2	-7
8	CNC(=O)CN(C1CCCCC1)S(=O)(=O)c1ccc(F)cc1	30	19
9	O=C(NCC1COc2ccccc2O1)C1C2C=CC3(CN(Cc4ccccc4Cl)C(=O)C13)O2 (stereo unspecified)	18	22
10	CCCC(c1nnnn1CCOC)N1CCN(Cc2ccccc2)CC1 (stereo unspecified)	-15	7

no.	Yeast growth tox	Yeast growth tox inhibition %
1	15	27
2	-10	8
3	-5	-9
4	13	5
5	7	-23
6	0	15
7	3	-7
8	10	19
9	16	22
10	-10	7

# (cont.)
no.	molecule	Yeast eIF2B	Yeast eIF2B mutant toxicity
11	CCOc1ccccc1OCCCC(=O)NC1=NCCS1	16	11
12	Cc1nn(C)c(C)c1S(=O)(=O)N1CCC(C(=O)NC2CCCCC2)CC1	4	2
13	O=C(Cn1nnc(-c2ccccc2)n1)N=Nc1c(O)[nH]c2ccccc12	x	x
14	CCOC(=O)N1CCC(NC(=O)c2cccn3c(=O)c4cc(Br)ccc4nc23)CC1	23	6
15	CC(C)CCn1c(N2CCOCC2)nc2c1c(=O)n(CC(N)=O)c(=O)n2C	10	-9
16	COC(=O)c1[nH]c2ccc(C)cc2c1NC(=O)CN1CCN(c2ccccc2)CC1	30	7
17	CCn1c(SCC(=O)c2ccc(Cl)cc2)nnc1-c1cccs1	x	x
18	Cc1ccc(S(=O)(=O)N2CN(Cc3ccco3)c3nc4ccccc4nc32)cc1	-17	-43
19	COc1ccc(-c2nnn(CC(=O)N(Cc3ccc(F)cc3)C(C(=O)NC3CCCC3)c3ccc(F)cc3)n2)cc1 (stereo unspecified)	56*	x
20	Cc1nnc(NC(=O)Cc2ccc(OCc3c(C)noc3C)cc2)s1	20	-9

no.	Yeast growth tox	Yeast growth tox inhibition %
11	12	11
12	-2	2
13	-10	28
14	-1	6
15	7	-9
16	9	7
17	-6	25
18	10	-43
19	-8	2
20	18	-9

# Arranged by count of non-hydrogen atoms (falling): some entries from above
no.	molecule	Yeast eIF2B	Yeast eIF2B mutant toxicity
19	COc1ccc(-c2nnn(CC(=O)N(Cc3ccc(F)cc3)C(C(=O)NC3CCCC3)c3ccc(F)cc3)n2)cc1 (stereo unspecified)	56*	x
9	O=C(NCC1COc2ccccc2O1)C1C2C=CC3(CN(Cc4ccccc4Cl)C(=O)C13)O2 (stereo unspecified)	18	22
4	CCN(C(=O)Cn1c(=O)n(Cc2ccccc2)c(=O)c2ccccc21)c1cccc(C)c1	25	5
14	CCOC(=O)N1CCC(NC(=O)c2cccn3c(=O)c4cc(Br)ccc4nc23)CC1	23	6
18	Cc1ccc(S(=O)(=O)N2CN(Cc3ccco3)c3nc4ccccc4nc32)cc1	-17	-43
15	CC(C)CCn1c(N2CCOCC2)nc2c1c(=O)n(CC(N)=O)c(=O)n2C	10	-9
13	O=C(Cn1nnc(-c2ccccc2)n1)N=Nc1c(O)[nH]c2ccccc12	x	x
20	Cc1nnc(NC(=O)Cc2ccc(OCc3c(C)noc3C)cc2)s1	20	-9
2	CCOC(=O)c1ccc(NC(=O)c2cc3ccccc3o2)cc1	32	8
8	CNC(=O)CN(C1CCCCC1)S(=O)(=O)c1ccc(F)cc1	30	19
11	CCOc1ccccc1OCCCC(=O)NC1=NCCS1	16	11
6	O=C(OCC(=O)N1CCOCC1)c1ccc(Cl)nc1	x	x

no.	Yeast growth tox	Yeast growth tox inhibition %
19	-8	2
9	16	22
4	13	5
14	-1	6
18	10	-43
15	7	-9
13	-10	28
20	18	-9
2	-10	8
8	10	19
11	12	11
6	0	15

no.	molecule	Yeast eIF2B	Yeast eIF2B mutant toxicity
7	CSc1nc2sc3c(c2c2nnnn12)CCC3	2	-7

no.	Yeast growth tox	Yeast growth tox inhibition %
7	3	-7

# Next section.
no.	molecule	Yeast eIF2B	Yeast eIF2B mutant toxicity
21	O=C(CC1COc2ccccc2O1)Nc1ccccn1 (stereo unspecified)	26	x
22	O=C(CN1C(=O)C2CCCN2c2ncc(Cl)cc21)NCc1ccc2c(c1)OCO2 (stereo unspecified)	15	-5
23	CC(=O)NC(CC(C)C)C(=O)NC(Cc1ccccc1)C(N)=O (stereo unspecified)	x	x
24	CCOc1cc(-c2cc(-c3ccc(N)cc3)nc(N)c2C#N)ccc1O	-6	-46
25	Cc1cccc(OCCCC(=O)Nc2ccc3c(c2)OCO3)c1	12	-3
26	Cc1cccc(CN2CCN(CC(=O)NCc3cccs3)C2=O)c1	x	x
27	CC(=O)NC(CCS(C)(=O)=O)C(=O)Nc1cccc(C(C)=O)c1 (stereo unspecified)	-27	x
28	CCCC(=O)Nc1cc(C)c(NC(=O)Cc2ccccc2)cn1	-106	24
29	CCCCC(CC)C(=O)Nc1ccc(C#N)cc1 (stereo unspecified)	30	15
30	CCCN1CCN(CCCNC(=O)CCNC(=O)Cn2ccc3ccccc3c2=O)CC1	x	x

no.	Yeast growth tox	Yeast growth tox inhibition %
21	-8	0
22	-12	-5
23	7	0
24	-46	-46
25	11	-3
26	8	5
27	-10	0
28	16	24
29	8	15
30	10	19

# (cont.)
no.	molecule	Yeast eIF2B	Yeast eIF2B mutant toxicity
31	Cc1ccc(NC(=O)c2noc3c2CCCCC3)cc1	-3	4
32	COc1ccc(OC(C)=O)c(C2c3cc(OC)c(OC)cc3CCN2C(C)=O)c1 (stereo unspecified)	-25	29
33	Cc1ccc(S(=O)(=O)NCC(=O)NCc2ccncc2)cc1	-60	-12
34	COc1ccc(N(CC(=O)NCCC2=CCCCC2)S(C)(=O)=O)cc1	18	8
35	COCCNC(=O)c1cc(-c2cccnc2)nc2ccc(Br)cc12	21	19
36	Cc1ccnc(NC(=O)CCC(=O)N(CC(=O)NCc2ccccc2)c2ccc3c(c2)OCO3)c1	-37	-17
37	COc1ccc(C2Oc3ccccc3C3=C2C(c2cccs2)n2ncnc2N3)cc1 (stereo unspecified)	13	-25
38	CCn1c(SCC(=O)Nc2cccc(NC(=O)c3ccco3)c2)nnc1-c1cccs1	11	11
39	COc1ccc(NC(=O)CSc2nnc(-c3ccccn3)n2-c2ccccc2)cc1OC	x	x
40	COc1ccc(-c2nc(-n3c(C)c(C(C)=O)c(C(C)=O)c3C)sc2C)cc1	-53	x

no.	Yeast growth tox	Yeast growth tox inhibition %
31	-11	4
32	48	29
33	15	-12
34	26	8
35	3	19
36	9	-17
37	35	-25
38	10	11
39	-18	9
40	11	0

# New compounds follow
no.	molecule	Yeast eIF2B	Yeast eIF2B mutant toxicity
41	CCOc1cc(C2NC(=O)NC(O)(C(F)(F)F)C2C(=O)c2ccc(OC)cc2)ccc1O (stereo unspecified)	7	-12
42	O=C1CCCN1CN(C(=O)c1ccccc1)c1ccc(F)cc1	23	-14
43	Cc1cc(NC(=O)C2CCCN2C(=O)Nc2c(C)cccc2C)ccc1-n1cnnn1 (stereo unspecified)	x	x
44	COc1ccc(-c2nn(CC(=O)Nc3ccc(Cl)c(Cl)c3)c(=O)c3ccccc23)cc1	x	x
45	CCOC(=O)C1C(=O)CC(C)(O)C(C(=O)OCC)C1c1ccco1 (stereo unspecified)	17	11
46	O=C(CCn1c(=S)[nH]c2cc3c(cc2c1=O)OCO3)N1CCN(C2CCCCC2)CC1	9	-14
47	CCOc1ccc(C2C(C(=O)c3ccco3)=C(O)C(=O)N2CCN(C)C)cc1 (stereo unspecified)	32	22
48	Cn1c(=O)[nH]c(=O)c2c1nc(CN(Cc1ccccc1)Cc1ccccc1)n2CCN1CCOCC1	-19	5
49	CCCCc1ccc(NC=C2C(=O)OC3(CCCCC3)OC2=O)cc1	x	x
50	COc1ccc(Oc2cn[nH]c2-c2ccc(O)cc2O)cc1	34	x

no.	Yeast growth tox	Yeast growth tox inhibition %
41	-9	-12
42	5	-14
43	12	7
44	-4	5
45	19	11
46	2	-14
47	13	22
48	10	5
49	2	8
50	-1	0

# The list continues.
no.	molecule	Yeast eIF2B	Yeast eIF2B mutant toxicity
51	COC(=O)CNC(=O)C1CCN(c2nc(C)cc(C)n2)CC1	-11	5
52	CCOc1ccc(NC2=NCCC(=O)N2Cc2cccs2)cc1	24	7
53	Cc1cc2c(=O)n(CC(=O)NCC(=O)N3CCN(Cc4ccccc4)CC3)cnc2s1	26	x
54	CC(C)Cn1cc(C(=O)NCC2CCCO2)c2c3ccccc3n(C)c2c1=O (stereo unspecified)	-19	-25
55	O=C(NCc1ccco1)c1sc2cc(F)ccc2c1Cl	3	x
56	CCC(C)C(NC(=O)C(C)NC(=O)CNC(=O)CNC(=O)OCc1ccccc1)C(=O)OC (stereo unspecified)	29	x
57	O=C(NCc1ccccn1)c1ccc(/C=N/O)nc1	9	5
58	CCCCSc1nc2sc3c(c2c(=O)[nH]1)CCC3	16	-25
59	Cn1c(C(=O)OC(C(=O)NCc2ccco2)c2ccncc2)cc2sccc21 (stereo unspecified)	30	23
60	C=CCc1c(C)nc(N)[nH]c1=O	14	-17

no.	Yeast growth tox	Yeast growth tox inhibition %
51	18	5
52	7	7
53	10	0
54	15	-25
55	x	x
56	x	x
57	3	5
58	-20	-25
59	17	23
60	5	-17

# The listing continues.
no.	molecule	Yeast eIF2B	Yeast eIF2B mutant toxicity
61	CCOC(=O)C(CCSC)NC(=O)CN (stereo unspecified)	22	8
62	Cc1ccc(C(=O)NCc2ccco2)cc1S(=O)(=O)Nc1cccc(C)c1C	40	17
63	CCOC(=O)c1cc2cc(OC)ccc2[nH]1	24	4
64	CC(C(=O)O)n1c(C(F)(F)F)nc2ccccc21 (stereo unspecified)	20	18
65	Cc1ccc(S(=O)(=O)N2CCN(C(=O)c3c(C)nn(-c4ccccc4)c3Cl)CC2)cc1	-15	-4
66	Cc1cc(NC(=O)c2ccccc2Cl)no1	-10	-14
67	CC(C)(C)C1CCc2c(sc(NC(=O)c3cccs3)c2C(N)=O)C1 (stereo unspecified)	-12	8
68	Cc1cc2ncn(CCOc3ccccc3)c2cc1C	-2	10
69	CCCCCCC(=O)N1CCN(c2cc3c(cc2F)c(=O)c(C(=O)O)cn3CC)CC1	2	-5
70	CS(=O)(=O)n1nc(OC(=O)c2cccc3ccccc23)cc1N	23	-8
71	C/C(=N/NC(=O)c1cc2ccccc2cc1O)C1C(=O)c2ccccc2C1=O	-25	x
72	CC(C)(C)N1C(=O)c2ccccc2NC(=O)N1Cc1ccccc1	19	8

no.	Yeast growth tox	Yeast growth tox inhibition %
61	-1	8
62	-15	17
63	10	4
64	14	18
65	-17	-4
66	0	-14
67	-5	8
68	4	10
69	6	-5
70	11	-8
71	16	0
72	11	8
